Sm TGR block = qHTS Assay for the Inhibitors of Schistosoma Mansoni Peroxiredoxins | purified TGR, DTNB reduction, TNB absorbance 405 nm | AID 485364, 2010 | Potency, µM (top dose mostly 114 µM), without a hit: at the highest dose activity change, negative = inhibition, hits mostly inhibitors | Schistosoma mansoni thioredoxin glutathione reductase (TGR), Q962Y6 | hit rate 3% among 360,000; note: potency is the fitted concentration of half-maximal effect; nearly all actives have a fitted effect of over 60% in size
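TGR 20 nM + NADPH 100 uM (dispensed conc.), cpd preinc 15 min RT; start with NADPH (500 uM addition) then DTNB (15 mM addition). Kinetic TNB absorbance, 405 nm filter. Four-parameter Hill fit across titration.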
AMA1 RON2 block = qHTS for Inhibitors of AMA1-RON; Towards Development of Antimalarial Drug Lead: Primary Screen; Plasmodium falciparum AMA1 (3D7) - RON2 peptide interaction; AlphaScreen AMA1-biotinylated RON2 peptide binding; Potency, µM (doses to about 58.2 µM), without a hit: top-dose activity change, negative = inhibition, hits mostly inhibitors; hit rate 0.2% among 360,000; AID 720542, 2013;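 note: potency is the fitted concentration of half-maximal effect; 0% = vehicle wells and -100% = peptide control; nearly all actives have a fitted effect of over 45% in size; some results filed as inactive show a strong effect at the top dose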
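AMA1 (3D7) with his tag at 25 nM final met compounds first, then biotinylated RON2 peptide at 25 nM; detection used donor plus acceptor beads, 10 µg/mL apiece, read by AlphaScreen after 30 min at room temperature.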
FBPA Giardia inh = qHTS Assay for Inhibitors of Fructose-1,6-bisphosphate Aldolase from Giardia Lamblia | A8B2U2 | purified Giardia FBPA | Potency, µM (series often up to 59.6 µM), for inactives: top-dose activity, negative = inhibition, hits mostly inhibitors | hit rate 0.71% among 290,000 | AID 2451, 2010; note: potency is the fitted concentration of half-maximal effect; nearly all actives have a fitted effect of over 55% in size
Target sequence (A8B2U2 whole entry, looked up): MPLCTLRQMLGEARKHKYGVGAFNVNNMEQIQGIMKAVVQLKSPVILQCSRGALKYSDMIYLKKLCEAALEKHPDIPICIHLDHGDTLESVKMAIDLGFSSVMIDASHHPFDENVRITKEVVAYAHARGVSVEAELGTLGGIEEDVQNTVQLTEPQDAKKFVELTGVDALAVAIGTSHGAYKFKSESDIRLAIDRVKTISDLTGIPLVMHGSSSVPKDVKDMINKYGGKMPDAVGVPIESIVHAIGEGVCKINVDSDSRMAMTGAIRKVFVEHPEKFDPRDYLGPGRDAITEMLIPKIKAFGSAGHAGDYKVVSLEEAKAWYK
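Giardia FBPA (40 nM reagent) was preincubated 10 min at RT with compound (up to 57.5 uM final), then substrate plus GAPDH/TPI/NAD/arsenate coupling system with diaphorase/resazurin was added; resorufin fluorescence (525/598 nm) was read after 20 min.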
AmpC detergent = qHTS Inhibitors of AmpC Beta-Lactamase (assay with detergent). AmpC hydrolysis of nitrocefin, absorbance 480 nm, 0.01% Triton. hit rate 0.041% among 370,000. P00811. AID 485294, 2010. Potency, µM (highest dose often 114 µM), for the others: top-dose activity change, negative = inhibition, actives largely listed as inhibitors;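 note: potency is the fitted concentration of half-maximal effect; 0% = no-compound wells and -100% = no-enzyme wells; nearly all actives have a fitted effect of over 25% in size; some results filed as inactive show a strong effect at the top dose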
Target sequence (P00811 whole entry, looked up): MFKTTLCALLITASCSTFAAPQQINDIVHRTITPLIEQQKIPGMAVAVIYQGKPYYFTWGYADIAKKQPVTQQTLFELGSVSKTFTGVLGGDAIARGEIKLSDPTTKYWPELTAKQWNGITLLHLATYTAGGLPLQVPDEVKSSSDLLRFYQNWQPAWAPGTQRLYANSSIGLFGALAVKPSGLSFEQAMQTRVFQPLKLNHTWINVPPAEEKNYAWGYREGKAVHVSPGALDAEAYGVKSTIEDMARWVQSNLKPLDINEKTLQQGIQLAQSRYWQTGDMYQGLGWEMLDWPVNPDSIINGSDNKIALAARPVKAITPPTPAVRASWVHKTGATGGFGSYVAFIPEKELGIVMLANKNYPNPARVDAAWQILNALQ
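AmpC (5.3 nM in the dispensed reagent) in 20 mM phosphate pH 7.0 with 0.01% (detergent screen) or 0.0001% Triton X-100 was preincubated with compounds for 15 min at room temperature. Nitrocefin was then added from an 800 uM solution, and hydrolysis was followed at 480 nm.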
HCV inh = qHTS Assay for Inhibitors of Hepatitis C Virus (HCV) | Huh7.5.1 HCVcc-Cre infection, luciferase reporter, 44 h | Potency, µM (doses to about 41.8 µM), inactives show top-dose activity change, negative = inhibition, usual class: inhibitors | hit rate 3.4% among 340,000 | AID 651820, 2012; note: potency is the fitted concentration of half-maximal effect
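Infectious HCVcc-Cre (~0.5 moi) was added to cells just after compound, with cells seeded 4 h earlier at 1,000 per well. Luciferase activity after 44 h culture reported infection; substrate was incubated 15 min at room temperature before reading.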
HCMV antiviral = qHTS Assay for inhibitors of the human cytomegalovirus (HCMV). HFF cells, HCMV-luciferase reporter, 72 h; hits give low values. activity change, negative = inhibition, % at 57.5 µM. hit rate 4.5% among 410,000. AID 1259415, 2018; in the data active = activity change below about -60%; inconclusive = no clear call, values can overlap the other calls; inactive = above about -39%
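Luciferase read-out from HCMV-luciferase-infected HFFs (MOI 1 PFU/cell) 72 h post infection at 37C; compounds added after 16 h cell attachment; activity normalized between buffer-only basal and Salinomycin (10uM) inhibitor controls.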
The depositor's hits bear a star; ? = inconclusive; · = not tested or not shown; [ ] = dose if it differs, or a comment. Unless noted, calls come from the whole dose curve; as a rule, active = well fitted curve in the direction sought with a large enough effect; inconclusive = small, poorly fitted or top-dose-only effect, or another doubt; inactive = no such curve, though single readings can be large; an effect the other way counts as inactive or inconclusive. Unless noted, % is set by controls: 0 for no effect and ±100 for the full control effect.

Preview (3 entries):
SMILES	Sm TGR block	AMA1 RON2 block	FBPA Giardia inh	AmpC detergent	HCV inh	HCMV antiviral
CC(=O)c1cccc(Nc2nc(-c3cccc(C)c3)nc3ccccc23)c1	-7%	·	·	-11%	·	-16
CCOc1ccc(S(=O)(=O)N2CCCCC2)c(C)c1C	·	7%	1%	6%	-17%	8
CCOC(=O)c1sc(NC(=O)C(C)(C)C)cc1C	-2%	-3%	-3%	?	?	55

Main list, previewed entries included:
SMILES	Sm TGR block	AMA1 RON2 block	FBPA Giardia inh	AmpC detergent	HCV inh	HCMV antiviral
CC(=O)c1cccc(Nc2nc(-c3cccc(C)c3)nc3ccccc23)c1	-7%	·	·	-11%	·	-16
CCOc1ccc(S(=O)(=O)N2CCCCC2)c(C)c1C	·	7%	1%	6%	-17%	8
CCOC(=O)c1sc(NC(=O)C(C)(C)C)cc1C	-2%	-3%	-3%	?	?	55
Cn1c(=O)n(CCc2ccccc2)c2ccccc21	7%	13%	6%	-16%	0%	56
CSCC[C@H](NC(=O)Nc1ccc(C)cc1C)C(=O)O	-1%	-5%	17%	-2%	-13%	51
Cc1ccc(NC(=O)C2CCN(c3nc4ccccc4[nH]3)CC2)cc1Cl	-3%	·	·	-6%	·	0
COc1cccc(C(=O)Nc2ccc(NC(=O)C(C)(C)C)cn2)c1	1%	-2%	-2%	-3%	?	7
Cc1cccc(CN2CCC(Oc3ccc(C(=O)N4CCCC4)cc3)CC2)n1	-3%	28%	-27%	-2%	31%[activator]	-31
O=C(/C=C/c1ccccc1Cl)Nc1ccc2c(c1)C(=O)NC2=O	-1%	-30%	-7%	?	?	8
O=S(=O)(NCc1ccc(Cl)cc1)c1ccc2[nH]c3c(c2c1)CCCC3	-12%	·	·	-5%	·	-14
CCCn1c(=O)c(C(=O)N/N=C/c2ccc(F)cc2)c(O)c2ccccc21	-7%	6%	5%	-5%	10%	12
CCOCCn1c(COc2ccccc2)nc2ccccc21	-20%	2%	1%	-4%	-15%	2
CCCC(C(=O)NC1CCCC1)N(Cc1cccs1)C(=O)c1snc(C(N)=O)c1N (configuration not stated)	-20%	-1%	-5%	?	?	-22
Cc1ccc(N(C)S(=O)(=O)c2c[nH]c3ccc([N+](=O)[O-])cc23)cc1	9%	-6%	·	-1%	?	-38
COc1cccc(NC(=O)CCc2c(C)nc3c4cccnc4nn3c2C)c1	2%	·	·	12%	·	-27
C(=C\c1ccco1)/c1nc2ccccc2[nH]1	3.2µM*	-6%	-22%	-2%	-10%	?
O=C(CN1C(=O)C2CCCCC2C1=O)OCn1nnc2ccccc2c1=O (configuration not stated)	?	26%	4%	4%	8%	15
CCOc1ccc(C(=O)N(CN2CCCC2=O)c2cccc(Cl)c2)cc1	-14%	23%	1%	-1%	-8%	-27
CS(=O)(=O)CCC(C(=O)O)N1C(=O)c2ccc(Oc3ccc(Cl)cc3)cc2C1=O (configuration not stated)	-13%	7%	16%	2%	11%	0
Cc1ccccc1CN1C(=O)c2ccccc2S(=O)c2ccc(C(=O)NCCCN3CCOCC3)cc21 (configuration not stated)	-9%	-8%	-9%	-15%	?	-25
Cc1ccc2[nH]c3c(=S)nc[nH]c3c2c1	1%	38%[activator]	-2%	?	1%	37
CC(C)(C(N)=O)c1ccccc1	-3%	-17%	2%	-5%	26%	61
COc1ccc(N2C(=O)NC(=O)/C(=C/c3cccc(OC(=O)c4cccs4)c3)C2=O)cc1Cl	14µM*	-1%	-1%	-4%	-8%	23
O=c1[nH]c(SCCN2CCOCC2)nc(O)c1-c1ccccc1	26%	2%	-11%	-4%	15%	-17
O=C(Cn1c(=O)n(Cc2ccccc2)c(=O)c2sc3ccccc3c21)NCc1ccccc1Cl	4%	·	·	-5%	·	-5

(continued)
SMILES	Sm TGR block	AMA1 RON2 block	FBPA Giardia inh	AmpC detergent	HCV inh	HCMV antiviral
C#CCNC(=O)C1=C[C@H](c2ccc(C#C)cc2)C[C@H](OCc2ccc(CO)cc2)O1	·	52%[activator]	·	·	-11%	57
COC(C[C@@H](O)[C@H](C)[C@@H](O)COCc1ccccc1)OC	-17%	9%	23%	-11%	17%	28
O=C(Nc1cc(Cl)ccc1N1CCOCC1)c1cc2ccccc2o1	12%	-1%	·	-2%	?	43
CCOc1ccc(CN2CCNC(=O)C2CC(=O)NCc2ccccn2)cc1 (configuration not stated)	-31%	88%[activator]	-23%	6%	9%	6
O=C(NCCC1=CCCCC1)C(=O)NCCc1ccc(Cl)cc1	2%	-2%	7%	1%	-1%	3
Cc1cn2c(nc1=O)OC1C(O)C(COC(=O)c3ccccc3)OC12 (configuration not stated)	4%	7%	?	-1%	-2%	-2
CCN1C(=O)[C@@H]2[C@@H](c3ccc(-c4cc(C(C)=O)cs4)cc3)N3CCC[C@@]3(C(=O)OC)[C@@H]2C1=O	·	-5%	·	·	-14%	-4
CN(C)N1C(N)=C(C#N)C(c2ccsc2)C2=C1CCCC2=O (configuration not stated)	6%	9%	-26%	5%	30%[activator]	-1
COC(=O)c1ccc(/C=N/NC(=O)C(=O)N2CCCCCC2)cc1	0%	-2%	·	-1%	9%	30
CC(Sc1nnc(Nc2ccccc2)s1)C(=O)Nc1nc(-c2ccccc2)cs1 (configuration not stated)	0%	-2%	-3%	-4%	?	?
COCc1cc(CNC(=O)C2CCC(=O)N(Cc3cccc(OC)c3)C2)[nH]n1 (configuration not stated)	0%	3%	2%	2%	13%	-33
CCOC(=O)c1sc(-c2ccc(Br)cc2)cc1N	-24%	17%	0%	?	·	58
CC1=NN(c2ccc(Br)cc2)C(=O)/C1=C/c1ccc(-c2ccccc2C(=O)O)o1	-23%	0%	1%	-3%	9%	55
CC1CCCN(C(=O)C2(NC(=O)Nc3cccc(F)c3)CCCCC2)C1 (configuration not stated)	14%	18%	3%	0%	2%	-9
O=C1CCC(/C=C/c2ccccc2)=NN1	-2%	3%	8%	1%	-4%	14
Cc1cccc(C)c1OCCn1nnc2ccccc21	-2%	-5%	2%	-6%	-27%	-19
COc1cc(OC)cc(C(=O)NCC(=O)OCC(=O)Nc2ccc(C)c(S(=O)(=O)N3CCOCC3)c2)c1	-11%	0%	·	0%	22%	-6
COc1ccc(-c2ccc(NS(=O)(=O)c3ccc([N+](=O)[O-])cc3)cc2)nn1	2%	0%	·	-6%	10%	20
CCOC(=O)c1cc(-c2ccc(OC)cc2)n(CCC(=O)NCCc2ccc(OCC)c(OCC)c2)c1C	3%	·	·	10%	·	16
Cc1cccc(CNC(=O)C2CCC(CNS(=O)(=O)c3ccc4c(c3)CCCC(=O)N4)CC2)c1 (configuration not stated)	2%	·	·	-3%	·	21
O=C(Nc1nc(=O)c2ccccc2s1)c1ccc(F)cc1	-2%	3%	?	-6%	-3%	?
COc1ccc(CCNC(=O)c2ccc([N+](=O)[O-])cc2)cc1	5%	12%	3%	5%	-14%	15
CCOC(=O)CC(NC(=O)CCc1c(C)nc2c(c1C)c(=O)n(C)c(=O)n2C)c1ccc(OCC)c(OC)c1 (configuration not stated)	2%	·	·	13%	·	-11
CC1(C)Cc2ccccc2C(Nn2cnnc2)=N1	0%[11.4 µM]	15%	0%	-13%	6%	58
Cc1ccc(-n2ncc(C(=O)NCCCN3CCc4ccccc4C3)c2C2CCN(C(=O)OC(C)(C)C)CC2)c(C)c1	-2%	·	·	-5%	·	?

Already shown: four of the compounds above.
SMILES	Sm TGR block	AMA1 RON2 block	FBPA Giardia inh	AmpC detergent	HCV inh	HCMV antiviral
COc1ccc(CCNC(=O)c2ccc([N+](=O)[O-])cc2)cc1	5%	12%	3%	5%	-14%	15
CCOC(=O)CC(NC(=O)CCc1c(C)nc2c(c1C)c(=O)n(C)c(=O)n2C)c1ccc(OCC)c(OC)c1 (configuration not stated)	2%	·	·	13%	·	-11
CC1(C)Cc2ccccc2C(Nn2cnnc2)=N1	0%[11.4 µM]	15%	0%	-13%	6%	58
Cc1ccc(-n2ncc(C(=O)NCCCN3CCc4ccccc4C3)c2C2CCN(C(=O)OC(C)(C)C)CC2)c(C)c1	-2%	·	·	-5%	·	?

(cont.)
SMILES	Sm TGR block	AMA1 RON2 block	FBPA Giardia inh	AmpC detergent	HCV inh	HCMV antiviral
O=C(Cn1nnc(-c2ccccc2)n1)Nc1ccccc1N1CCOCC1	-24%	1%	0%	-13%	-24%	·
Cc1ccc(S(=O)(=O)N2CCCCC2)cc1NC(=O)CCOc1ccccc1	-4%	12%	0%	-6%	?	-21
COC(=O)c1c(C(=O)OC)c(-c2ccccc2)n2c1CS(=O)(=O)C2	15%	-3%	0%	?	-5%	13
Cc1cc(C)nc(SCC(=O)NC2=NN=C(c3ccc(Br)cc3)CS2)n1	-16%	15%	-5%	4%	?	-92*
CCSc1nnc(NC(=O)C(NC(=O)c2ccc(Cl)cc2)C(C)C)s1 (configuration not stated)	-4%	-10%	?	?	-10%	-16
O=C(NCC1CCCO1)c1cccc(S(=O)(=O)N2CCCCC2)c1 (configuration not stated)	-2%	-3%	·	0%	0%	-26
O=C(CN1CCc2ccccc2C1)Nc1ccccc1C(=O)NC1CC1	-13%	3%	·	-5%	3%	3
CCc1ccccc1NC(=O)Cn1nc2c3cc(F)ccc3n(Cc3cccc(C)c3)cc-2c1=O	8%	·	·	-1%	·	7
CN(C(=O)c1cc(COc2ccc(F)cc2Cl)on1)C1CCCc2ccccc21 (configuration not stated)	-3%	9%	·	0%	-21%	-16
COCCn1c(SC2CCOC2=O)nc2ccccc2c1=O (configuration not stated)	10%	9%	1%	2%	33%[activator]	-25
CN1C(=O)NC(c2ccc(O)cc2)C2=C1CN(c1ccc(O)cc1)C2=O (configuration not stated)	-14%	-9%	0%	2%	9%	-8
CC(=O)Nc1ccc(NC(=O)CCCSc2nc3ccccc3s2)cc1	5%	-11%	-12%	-1%	?	10
CCCc1nc2c(ccc3ccccc32)cc1CC	2%	27%	0%	0%	-20%	?
O=C1CCC(c2ccccc2)=NN1	6%	-3%	0%	?	32%[activator]	42
CSCCC(NC(=O)c1ccccc1Cl)C(=O)Nc1ccc(C)c(S(=O)(=O)N2CCOCC2)c1 (configuration not stated)	6%	-11%	·	8%	-3%	-16
O=C1CN(C(=O)c2ccccc2)C(c2ccccc2)c2cc(Cl)ccc2N1 (configuration not stated)	-8%	5%	-1%	-14%	?	?
O=C(Cc1ccccc1)NC1CCSc2ccccc21 (configuration not stated)	-7%	-8%	·	5%	-3%	18
Cc1ccc(C2=NN(C(=O)COc3ncnc4ccccc34)C(c3ccco3)C2)cc1 (configuration not stated)	-12%	5%	-1%	0%	-7%	-21
NC(=S)N=Nc1c(O)n(CCCl)c2ccccc12	6%	43%[activator]	-13%	-5%	?	-10

Screens deposited in PubChem by National Center for Advancing Translational Sciences (NCATS).
